Screening data: PubChem, Broad Institute
RAD54 inh: inhibitors of human RAD54 branch migration, primary screen, biochemical, fluorescence, single point. DNA repair and recombination protein RAD54-like (Homo sapiens), Q92698. RAD54 Holliday junction branch migration, FAM/BHQ fluorescence. inhibition, % at 10.4 µM. actives 0.14% (n = 360,000). AID 602329, 2012;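 active = mean normalized replicate activity at least 40 and at least half of replicates scoring 40 or more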;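 note: 0% = median of neutral control wells and 100% = median of positive control wells; inhibitors cause a drop in the FAM fluorescence signal; in these data hits start at about 50%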
INS-1E GSIS act: GLuc luminescence reporter in INS-1E cells, primary screen for activators of glucose-dependent secretion of insulin. actives 0.61% (n = 370,000). activation, % at 16.6 µM. INS-1E GLuc reporter insulin secretion, 2-3 h. AID 743287, 2014;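 active = lowest replicate activation of at least 40%, so every replicate reaches that level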;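 note: 0% = median of neutral control wells and 100% = median of IBMX positive control wells; some compounds called inactive have numbers as strong as hits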
esBAF inh: Bmi1 luciferase reporter increase in mESCs, primary screen, esBAF inhibitor project, mouse ES cells, Bmi1 luciferase knock-in, single point; 24 h; 100% = twice the neutral-well signal; reporter increase, % at 12.5 µM; actives 2% (n = 350,000); in the data active = activation above about 40%;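 note: 0% = median of the plate's neutral control wells and 100% = double that signal; a rise in the Bmi1 reporter signal indicates esBAF inhibition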
Xi reactivation: activators of inactive X chromosome reactivation, primary screen, imaging, XiGFP fibroblasts, GFP high-content imaging, set 2; XiGFP mouse fibroblasts, % GFP-positive cells imaging, 3 d; cells co-treated with 5-aza-dC sensitizer; scaled so ellipticine positive control = 100%; activation, % at 7.58 µM; actives 0.055% (n = 360,000); AID 743238, 2013;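 active = mean normalized replicate activation at least 10% and every replicate at or above 10%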;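 note: 0% = median of on-plate neutral control wells and 100% = ellipticine 6 µM median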
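System: XiGFP fibroblasts, SV40-immortalized. Medium: DMEM plus 5-aza-dC sensitizer. Doses: single point. Timing: 3 d treatment, 15 min room-temperature fixation. Control set: ellipticine 6 µM.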
RAD52 anneal inh: RAD52 DNA annealing inhibitors, primary screen, biochemical, FRET, single point, set 2; DNA repair protein RAD52 homolog (Homo sapiens), P43351; recombinant RAD52 DNA annealing, FRET fluorescence; inhibition, % at 18.7 µM; actives 0.46% (n = 360,000);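 active = every replicate showing at least 50% inhibition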
F508del corr: F508del CFTR correction, initial screen, CFBE line, single point. CFBE cells, YFP halide quenching; stimulated with forskolin plus potentiator P3; % fluorescence drop versus neutral controls. activity (quench increase), % at 7.58 µM. actives 0.36% (n = 350,000). AID 720511, 2013;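 active = mean added fluorescence quench of at least 8% versus neutral control, with both replicates also reaching 8%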;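 note: cells transiently co-express mutant CFTR-F508del with the halide-sensitive YFP; corrector assay measuring rescue of mutant channel to the surface after 24 h compound exposure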
ERAP1 inh: human ERAP1 aminopeptidase inhibitors, primary screen, biochemical, single point, plate reader. inhibition, % at 10.7 µM. actives 0.15% (n = 340,000). Endoplasmic reticulum aminopeptidase 1 (Homo sapiens), Q9NZ08. recombinant ERAP1, Leu-AMC fluorescence, 60 min. AID 652197, 2013;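 active = mean replicate inhibition of at least 30%, or all replicates individually reaching that 30% level; inactive = mean below 30% and not every replicate reaching it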;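 note: 0% = neutral control wells and 100% = L-leucinethiol positive control wells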
Target sequence (Q9NZ08 whole entry, looked up): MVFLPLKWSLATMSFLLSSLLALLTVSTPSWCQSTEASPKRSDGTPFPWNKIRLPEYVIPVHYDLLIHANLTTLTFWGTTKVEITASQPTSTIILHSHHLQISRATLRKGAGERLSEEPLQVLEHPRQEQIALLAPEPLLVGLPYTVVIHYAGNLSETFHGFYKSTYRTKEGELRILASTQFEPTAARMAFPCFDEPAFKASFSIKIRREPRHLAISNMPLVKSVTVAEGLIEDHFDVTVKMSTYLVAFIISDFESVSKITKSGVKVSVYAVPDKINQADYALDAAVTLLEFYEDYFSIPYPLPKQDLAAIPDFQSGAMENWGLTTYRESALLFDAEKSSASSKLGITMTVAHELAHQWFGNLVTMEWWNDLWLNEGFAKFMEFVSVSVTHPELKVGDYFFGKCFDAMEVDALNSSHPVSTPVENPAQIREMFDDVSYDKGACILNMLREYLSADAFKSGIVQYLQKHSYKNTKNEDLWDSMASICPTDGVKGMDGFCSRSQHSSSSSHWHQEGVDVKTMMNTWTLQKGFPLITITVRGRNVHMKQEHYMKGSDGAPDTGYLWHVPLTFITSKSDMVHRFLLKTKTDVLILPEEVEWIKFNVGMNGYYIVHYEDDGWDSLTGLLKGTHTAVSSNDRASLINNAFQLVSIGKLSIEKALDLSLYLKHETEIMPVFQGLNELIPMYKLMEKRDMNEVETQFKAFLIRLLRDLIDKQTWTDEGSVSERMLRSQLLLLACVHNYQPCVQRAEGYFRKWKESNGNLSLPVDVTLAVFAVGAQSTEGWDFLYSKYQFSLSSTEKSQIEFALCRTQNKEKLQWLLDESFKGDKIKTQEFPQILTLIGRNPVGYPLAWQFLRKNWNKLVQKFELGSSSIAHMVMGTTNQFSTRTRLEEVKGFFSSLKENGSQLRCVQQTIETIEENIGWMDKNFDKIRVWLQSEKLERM
ARNT TACC3 PPI: disruptors of ARNT/TACC3 protein interaction, primary screen, biochemical, AlphaScreen, single concentration. Transforming acidic coiled-coil-containing protein 3 (Homo sapiens), Q9Y6A5. AlphaScreen His-ARNT PAS-B/GST-TACC3 binding, luminescence; TACC3 fragment carries E629A point mutation. AID 623870, 2012. actives 0.66% (n = 390,000). inhibition, % at 9.99 µM;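 active = mean inhibition of replicates at least 50% and at least half of replicates each reaching 50%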;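 note: 0% = complete ARNT plus TACC3 wells and 100% = ARNT alone without TACC3; many hits fall short of the cut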
An asterisk follows results filed as active; nt = not tested or not shown; & = joins results of further samples.

SMILES	RAD54 inh	INS-1E GSIS act	esBAF inh	Xi reactivation	RAD52 anneal inh	F508del corr	ERAP1 inh	ARNT TACC3 PPI
Cc1cccc(NC(=O)C2CCN(S(=O)(=O)c3ccc(Cl)cc3)CC2)n1	3.9	-45.5	nt	-0.1	2.5	0.9	-5.3	2.7
COC(=O)CSc1nc(NC#N)nc(NC(C)(C)C)n1	nt	11.8	0.3	0.0	-4.3	1.8	5.4	0.8
COc1ccc(N2C(=O)CCC2=O)c(OC)c1	nt	42.2	nt	0.1	-16.9	4.0	2.8	3.6
Cc1cc(=O)[nH]c(N/N=C/c2ccccc2Cl)n1	-2.5	2.8	14.7	0.1	-24.3	0.3	2.7	-13.0
CCC(=O)N1[C@@H]2c3ccc(-c4cccc(F)c4)c(=O)n3C[C@@H]2[C@@H](CO)[C@@H]1C(=O)N1CCCCC1	nt	-4.4	nt	0.5	11.6	-0.7	2.4	nt
CCC(=O)Nc1ccc2c(c1)OC[C@@H](C)N(S(=O)(=O)c1cn(C)cn1)C[C@@H](C)[C@H](OC)CN(C)C2=O	-3.4	-0.1	0.4	0.4	-12.2	-2.7	1.1	7.8
C[C@H]1CN([C@@H](C)CO)C(=O)c2cc(NC(=O)Cc3ccccc3)ccc2O[C@@H]1CN(C)Cc1ccc(Cl)c(Cl)c1	5.0	-27.8	-2.3	-0.1	1.4	-3.2	-1.0	-2.8
CN1CCN(c2ccc(NC(=O)c3cc4ccccc4o3)cc2)CC1	-3.3	nt	-37.5	0.3	-7.9	-1.7	-4.1	-2.7
COc1ccc(-c2cc(C(=O)Nc3cc(Br)ccc3O)no2)cc1	-9.8	7.1	24.4	0.0	-37.2	-0.2	-7.6	-2.8
CCCCCC[N+](C)(C)CC/C=C1/c2ccccc2Sc2ccc(Cl)cc21	nt	-2.8	nt	0.0	63.0*	-0.7	14.4	8.8
CC(C)(C)N(Cc1ccccc1)C(=O)COC(=O)c1ccc2ccccc2n1	5.5	nt	2.2	0.0	-14.9	4.2	-2.9	-2.5
COC(=O)N1[C@H](C)C=C[C@]1(Cc1ccccc1)C(=O)O	-12.5	nt	-0.7	0.0	-6.2	0.4	-0.1	-1.5
O=C(Cn1c(=O)n(Cc2ccc(F)cc2)c(=O)c2ccccc21)NCC1CCCO1 (stereo not given)	-2.2	2.4	0.7	0.2	-16.7	-0.7	1.3	nt
CC(C(=O)Nc1ccc2nccnc2c1)N1C(=O)C2C3C=CC(C3)C2C1=O (stereo not given)	0.1	2.5	-4.2	0.2	-32.2	1.3	-1.9	-6.7
Cc1cc(NS(=O)(=O)c2ccc(NC(=O)c3ccc([N+](=O)[O-])cc3)cc2)nc(C)n1	1.3	5.3	3.5	0.1	-12.7	2.9	-4.4	nt
CC(Oc1ccc(Cl)cc1Cl)/C(N)=N/O (stereo not given)	nt	0.5	1.2	0.1	-5.2	0.5	-2.0	-6.6
O=C(Cc1cccc2ccccc12)NN1C(=O)/C(=C\c2cccnc2)SC1=S	0.7	21.3	nt	0.0	-8.6	1.0	-6.6	-2.1
CCOc1ccccc1OC(=O)c1cc2ccccc2oc1=O	nt	-49.1	nt	0.1	-11.9	2.5	2.9	-2.2
CCC(COC)NCc1cn(-c2ccc(OC)cc2)nc1-c1cccc(F)c1 (stereo not given)	9.2	-6.8	-5.1	0.3	2.2	0.0	3.9	-13.8
COc1ccc(NC(=O)C2CCN(c3cnccn3)CC2)cc1OC	3.9	10.5	-5.1	0.0	-28.0	-1.6	0.8	-3.0
CC(=O)Nc1ccccc1NC(=O)c1ccccc1	nt	-13.2	nt	0.1	-5.5	3.7	4.0	5.4
Cc1ccc(CN2CC(C(=O)Nc3cccc(C)n3)CC2=O)cc1 (stereo not given)	1.4	5.5	4.2	-0.2	-6.1	0.8	-0.6	5.0
C[C@H]1CN([C@@H](C)CO)C(=O)c2cccc(N(C)C)c2O[C@H]1CN(C)S(C)(=O)=O	-1.6	9.0	2.3	-0.8	2.5	-2.1	2.6	8.1
Cc1ccc(OCc2ccccc2C)c([N+](=O)[O-])n1	1.8	22.9	10.9	0.4	-2.8	2.0	1.8	8.5
COc1ccc(-c2noc(CCC(=O)N3CCN(c4ccccc4C)CC3)n2)cc1	4.4	2.3	-6.0	0.0	-8.7	0.5	0.3	1.4
CN(C)CCCCNC(=O)[C@@H]1C[C@@H]2C(=O)N[C@@H](CCCCN(C)C)C(=O)N2[C@@H]1c1ccc(O)cc1	-27.3	nt	nt	nt	2.5	3.5	1.2	0.0
Cc1ccc(OCC(=O)NC(=S)Nc2ccc(S(=O)(=O)Nc3cc(C)on3)cc2)c(Br)c1	4.4	16.3	nt	0.5	-6.9	2.0	0.6	-6.5
COc1cccc(/C=N/NC(=O)N/N=C/c2cccc(OC)c2O)c1O	9.8	-27.4	-1.3	0.1	-5.4	-1.8	-3.0	12.6
CCN(Cc1ccccc1)C(=O)c1[nH]c2ccc(OC)cc2c1C	-1.9	-22.8	0.7	0.1	1.5	-0.5	3.1	0.1
CCCN(C(=O)c1nc2nccc(C)n2n1)c1c(N)n(Cc2ccccc2)c(=O)[nH]c1=O	1.8	12.7	-4.8	0.0	-8.2	-2.1	-1.6	-17.7
CCCCCC(=O)Nc1c2c(nc3ccccc13)CCC2	-0.6	-9.9	-0.7	-0.1	-9.9	-0.9	-2.0	-0.3
COc1ccc2c3c([nH]c2c1)[C@@H](CO)N(C)CC31CN(S(=O)(=O)c2cn(C)cn2)C1	nt	28.8	nt	0.3	-13.1	-2.4	0.4	nt
O=C(N[C@@H]1CC[C@@H](CC(=O)N2CCc3ccccc3C2)O[C@H]1CO)C1CCC1	-2.5	-2.4	-5.3	-0.3	9.2	-0.3	1.1	-13.5
Cc1ccc(C(=O)NCC(=O)Nc2ccc(C)c(S(=O)(=O)Nc3ccc(Cl)cc3)c2)s1	nt	-36.5	nt	0.0	-45.7	-7.7	-4.7	-0.1
CCOc1ccc(NC(=O)c2ccc(S(=O)(=O)N3CCOCC3)cc2)cc1	1.5	78.9	1.6	0.1	-9.1	-0.7	3.2	1.2
O=C1c2ccccc2C(O)(c2ncc[nH]2)N1CCc1ccccc1 (stereo not given)	-1.7	-5.1	3.3	nt	-6.3	-1.3	12.8	-0.6
COc1cc(NC(=O)c2nnn(Cc3ccc(SC)cc3)c2N)cc(OC)c1	-1.3	-19.7	-14.5	0.3	-8.5	-0.2	-2.1	-3.3
O=C(Nc1ccc2ccccc2c1)c1ccccc1[N+](=O)[O-]	-0.8	nt	50.6*	-0.1	-8.6	-0.9	2.3	nt
COc1cccc(S(=O)(=O)N2CC[C@H]3[C@H](CO)Nc4ccc(C#Cc5ccccc5)cc4[C@H]32)c1	-4.0	9.2	-2.0	0.0	-1.3	0.7	0.7	-4.9
CC1(C)CC(=O)C2=C(C1)Nc1ccccc1S2	-7.2	19.0	nt	0.1	-107.5	-1.0	nt	-4.9
CCOc1ccccc1C(=O)NC(C(=O)NCc1ccc(F)cc1)C(C)C (stereo not given)	1.7	-12.2	7.1	0.0	-24.5	-1.5	-1.4	0.1
COc1ccccc1CCC(=O)OCC(=O)Nc1ccc(C)c(S(=O)(=O)N2CCCCC2)c1	-4.8	0.9	-3.8	0.0	-11.5	-1.5	-0.7	20.7
O=C(Nc1ccc(F)cc1)N[C@H]1CC[C@H](CCn2cc(-c3ccc(F)cc3)nn2)O[C@H]1CO	0.6	-1.2	0.5	0.4	3.7	1.2	4.1	-35.9
Cc1cccn2cc(CCNC(=O)c3ccc(Br)o3)nc12	1.2	-3.2	-3.6	0.1	-8.5	1.1	2.9	2.2
COc1ccc(NC2CCCN(C(=O)CCc3cccc(F)c3)C2)cc1 (stereo not given)	12.1	-5.5	7.6	0.2	-24.8	-1.7	-1.7	1.7
C[C@H](CO)N1C[C@H](C)[C@H](CN(C)S(=O)(=O)c2ccccc2)Oc2ccc(NC(=O)NC3CCCCC3)cc2CC1=O	4.4&6.7	-15.3	-2.5&-1.8	0.0&0.0	15.3&-18.8	1.6&2.3	-3.1&-1.1	8.2&3.9
Cc1nc(-c2ccc(Cl)cc2)sc1C1(C)CC(c2ccc(Br)cc2)=NO1 (stereo not given)	-4.4	4.4	17.5	1.1	nt	3.6	nt	3.2
CC12CCC(=O)C=C1CCCC2=O (stereo not given)	4.8	5.9	-5.7	0.0	-3.8	0.4	-5.9	-1.8
O=C(O)c1cc2c(cc1NC(=O)c1ccccc1OC(F)F)OCCCO2	-1.5	-10.8	-9.1	0.1	-15.9	0.4	-7.9	-6.6
CC1CCN(C(=O)COC(=O)c2ccccc2NCCO)CC1	-1.4	0.0	9.2	0.1	-1.4	-4.0	28.4	nt
C=CCNC(=O)/C(=C\c1ccc(Br)cc1)NC(=O)c1ccccc1OC	nt	1.7	nt	0.0	-9.0	0.6	-0.5	nt
COc1ccc(-c2cc3nc(CCl)[nH]c(=O)c3s2)cc1	-11.1	10.8	-67.9	0.0	-26.2	-1.1	-0.2	-5.1
C[C@H](CO)N1C[C@H](C)[C@@H](CN(C)S(C)(=O)=O)Oc2ccc(NC(=O)Cc3cn(C)c4ccccc34)cc2C1=O	-1.6	nt	4.0	nt	-1.6	0.3	3.7	-6.2

Copied from the listing (7 entries):
SMILES	RAD54 inh	INS-1E GSIS act	esBAF inh	Xi reactivation	RAD52 anneal inh	F508del corr	ERAP1 inh	ARNT TACC3 PPI
CCOc1ccccc1C(=O)NC(C(=O)NCc1ccc(F)cc1)C(C)C (stereo not given)	1.7	-12.2	7.1	0.0	-24.5	-1.5	-1.4	0.1
COc1ccccc1CCC(=O)OCC(=O)Nc1ccc(C)c(S(=O)(=O)N2CCCCC2)c1	-4.8	0.9	-3.8	0.0	-11.5	-1.5	-0.7	20.7
O=C(Nc1ccc(F)cc1)N[C@H]1CC[C@H](CCn2cc(-c3ccc(F)cc3)nn2)O[C@H]1CO	0.6	-1.2	0.5	0.4	3.7	1.2	4.1	-35.9
Cc1cccn2cc(CCNC(=O)c3ccc(Br)o3)nc12	1.2	-3.2	-3.6	0.1	-8.5	1.1	2.9	2.2
COc1ccc(NC2CCCN(C(=O)CCc3cccc(F)c3)C2)cc1 (stereo not given)	12.1	-5.5	7.6	0.2	-24.8	-1.7	-1.7	1.7
C[C@H](CO)N1C[C@H](C)[C@H](CN(C)S(=O)(=O)c2ccccc2)Oc2ccc(NC(=O)NC3CCCCC3)cc2CC1=O	4.4&6.7	-15.3	-2.5&-1.8	0.0&0.0	15.3&-18.8	1.6&2.3	-3.1&-1.1	8.2&3.9
Cc1nc(-c2ccc(Cl)cc2)sc1C1(C)CC(c2ccc(Br)cc2)=NO1 (stereo not given)	-4.4	4.4	17.5	1.1	nt	3.6	nt	3.2
